Source: PubChem (National Center for Advancing Translational Sciences (NCATS))
TDP43 rescue: inhibitors of TDP-43 toxicity in yeast | Potency, µM (doses to about 46.1 µM), inactives show at the top dose growth rescue (activation), hits mostly activators | 410,000 tested, 1.8% active | AID 652104 | TDP-43 expressing yeast growth rescue, BacTiter-Glo, 24 h; also: potency is read from the fitted curve at half-maximal effect; % of control where 0% means no effect; nearly all actives have a fitted effect of over 50% in size
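Galactose-induced TDP-43 yeast, OD600=0.02, compound pinned; 24 hr, 30 deg C; BacTiter-Glo luminescence for growth. Inhibitors of TDP-43 toxicity read as activators.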
Mm-Cpn inhibitor: blocks the Methanococcus maripaludis chaperonin Mm-Cpn; purified Mm-Cpn ATPase, ADP Transcreener TR-FRET; AID 504842; Potency, µM (top dose mostly 76.9 µM), without a hit: at the highest dose activity, negative = inhibition, usual class: inhibitors; 330,000 tested, 0.031% active; also: potency is read from the fitted curve at half-maximal effect; % is scaled to controls: 0 for no effect and ±100 for the full control effect; nearly all actives have a fitted effect of over 80% in size
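TR-FRET (320 nm excitation; 590 and 665 nm emission) reports ADP made from 10 uM ATP by 25 nM enzyme; compounds were preincubated 10 min, reaction run 30 min, both at 37°C.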
FUS yeast rescue: FUS proteinopathy suppression in yeast. S. cerevisiae FUS-expressing, growth rescue, OD600, 24 h. Potency, µM (doses to about 76.6 µM), for the others: at the highest dose growth rescue (activation), hits mostly activators. 390,000 tested, 0.24% active. AID 1347120;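 also: potency is read from the fitted curve at half-maximal effect; plate controls were DMSO vehicle for no effect and reference control for full effect; nearly all actives have a fitted effect of over 55% in size; some results filed as inactive show a strong effect at the top dose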
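S. cerevisiae expressing FUS from galactose induction served as the toxicity model. Growth after 24hr at 30C, read as absorbance at 600 nm, indicates suppression of toxicity; compounds dosed at several concentrations.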
PTHR1 ag: activates the human parathyroid hormone receptor PTHR1; 410,000 tested, 0.075% active; Potency, µM (highest dose often 115 µM), for inactives: at the top dose activation, most hits filed as activators; HEK293 GP2 PTHR1 cells, GloSensor cAMP luminescence, 1 h; AID 743266; Q03431; also: potency is read from the fitted curve at half-maximal effect; nearly all actives have a fitted effect of over 55% in size; some results filed as inactive show a strong effect at the top dose; inactives centre near -15; many of its hits are not listed in these tables
Target sequence (Q03431 whole entry, looked up): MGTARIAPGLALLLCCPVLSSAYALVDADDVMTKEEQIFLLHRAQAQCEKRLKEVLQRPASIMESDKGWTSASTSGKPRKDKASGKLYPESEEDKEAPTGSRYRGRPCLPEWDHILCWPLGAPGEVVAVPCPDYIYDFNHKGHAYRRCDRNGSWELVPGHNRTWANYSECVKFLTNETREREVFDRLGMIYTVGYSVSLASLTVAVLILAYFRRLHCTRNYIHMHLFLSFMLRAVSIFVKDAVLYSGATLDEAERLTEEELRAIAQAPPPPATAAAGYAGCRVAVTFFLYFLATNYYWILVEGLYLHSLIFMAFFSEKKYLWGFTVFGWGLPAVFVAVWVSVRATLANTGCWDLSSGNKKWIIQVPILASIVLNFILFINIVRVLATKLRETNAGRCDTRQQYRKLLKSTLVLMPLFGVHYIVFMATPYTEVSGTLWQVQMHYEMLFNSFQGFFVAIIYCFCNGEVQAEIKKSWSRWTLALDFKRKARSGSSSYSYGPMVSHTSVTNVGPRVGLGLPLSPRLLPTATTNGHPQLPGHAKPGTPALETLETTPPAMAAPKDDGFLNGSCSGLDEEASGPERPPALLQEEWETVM
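HEK-293-derived GP2 cells expressing PTHR1 and a GloSensor cAMP reporter, 3,000/well, plated overnight, given luciferin plus IBMX (each 0.5 mM as added) for 1 h at 37 °C, then compound for 1 h at 37 °C. Luminescence was read after 15 min at room temperature.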
Akt phos inh: Akt phosphorylation inhibition. Neuro2A IGF-stimulated pAkt S473 HTRF, 20 min; active compounds read low. activity change, % for hits at 50 µM. 360,000 tested, 0.32% active. AID 651550; in the data active = activity change below about -80%; inconclusive = mostly about -51% to -80%; also: % is scaled to controls: 0 for no effect and ±100 for the full control effect
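Neuro2A cells in DMEM with 0.5% FBS, overnight at 37 deg C, given compound at single 50 µM final, then IGF (6 nM final) for 20 min at 37 deg C. Lysed; phospho-Akt Ser473 by HTRF after 24 h, 665/615 ratio.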
aSyn rescue: rescues yeast growth from alpha-synuclein toxicity. Yeast expressing alpha-synuclein, growth rescue, BacTiter-Glo, 24 h. Potency, µM (highest dose often 46.1 µM), for the others: at the top dose growth rescue (activation), actives largely listed as activators. 370,000 tested, 0.14% active; also: potency is read from the fitted curve at half-maximal effect; % of control where 0% means no effect; nearly all actives have a fitted effect of over 65% in size
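Rescue of yeast growth: cells expressing toxic alpha-synuclein, induced in galactose at OD600 0.02, incubated with compound 24 h at 30 C. ATP luminescence quantified growth; inhibitors of toxicity appear as activators.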
GLP1R cytotox: cytotoxicity in counter-screen for GLP-1R inverse agonists. Potency, µM (doses to about 38.3 µM), without a hit: top-dose activity change, negative = inhibition, actives largely listed as inhibitors. 410,000 tested, 0.13% active. HEK293 cAMP-luciferase reporter cells, luminescence, 24 h;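 also: loss of luciferase light is scored as toxicity; potency is read from the fitted curve at half-maximal effect; % is scaled to controls: 0 for no effect and ±100 for the full control effect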
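A 23 nL compound transfer followed 12 hours of cell culture at 37 deg C; exposure then lasted 24 hr. Luciferase assay detection reagent was dispensed and plates read for luminescence after a 12 min room-temperature wait.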
Abeta rescue: A-beta toxicity reversal in yeast; yeast expressing A-beta42, growth rescue, OD600, 48 h; response scale: 0% DMSO, 100% iron-clioquinol control; Potency, µM (highest dose often 46.1 µM), for inactives: top-dose growth rescue, usual class: activators; 410,000 tested, 0.063% active; AID 1347071; also: potency is read from the fitted curve at half-maximal effect; nearly all actives have a fitted effect of over 55% in size
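Yeast growth medium received pinned compounds, then yeast cells expressing toxic A-beta were added; plates incubated at 30 C for 48 hr. Growth read as absorbance at 600 nm, normalized to DMSO and equimolar FeCl3 plus clioquinol controls.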
GLP-1R inv ag: acts as inverse agonist at human GLP-1 receptor | P43220 | HEK293 GLP-1R CRE-luciferase, luminescence, 24 h; GLP-1R form is constitutively active | Potency, µM (highest dose often 38.3 µM), inactives show top-dose activity change, negative = inhibition, actives largely listed as inhibitors | 410,000 tested, 1.6% active | AID 624417; also: potency is read from the fitted curve at half-maximal effect; % is scaled to controls: 0 for no effect and ±100 for the full control effect; nearly all actives have a fitted effect of over 55% in size
Target sequence (P43220 whole entry, looked up): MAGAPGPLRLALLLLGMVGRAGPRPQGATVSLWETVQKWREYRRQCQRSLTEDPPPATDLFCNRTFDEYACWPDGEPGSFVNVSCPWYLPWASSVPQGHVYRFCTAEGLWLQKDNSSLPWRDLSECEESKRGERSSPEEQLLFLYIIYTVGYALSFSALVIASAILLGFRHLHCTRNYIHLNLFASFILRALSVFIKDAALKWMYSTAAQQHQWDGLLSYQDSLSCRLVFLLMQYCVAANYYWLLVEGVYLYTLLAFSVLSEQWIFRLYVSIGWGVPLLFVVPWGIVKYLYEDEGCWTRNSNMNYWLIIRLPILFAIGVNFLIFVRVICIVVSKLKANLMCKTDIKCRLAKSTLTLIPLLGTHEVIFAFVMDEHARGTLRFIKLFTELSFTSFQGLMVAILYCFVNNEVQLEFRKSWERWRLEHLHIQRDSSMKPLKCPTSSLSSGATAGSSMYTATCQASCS
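Readout was luciferase luminescence, measured 12 min after detection reagent at room temperature. Beforehand, GLP-1R reporter HEK293 cells had sat 12 h, then received compounds for 24 hr at 37 deg C.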
Starred values were filed as active, the others as inactive; i = inactive; ? = inconclusive; nt = no result given; [ ] = dose if it differs, or a comment. Unless noted, calls follow the shape of the dose curve; as a rule, active = well fitted curve in the direction sought with a large enough effect; inconclusive = small, poorly fitted or top-dose-only effect, or another doubt; inactive = no such curve, though single readings can be large; an effect the other way counts as inactive or inconclusive.

SMILES	TDP43 rescue	Mm-Cpn inhibitor	FUS yeast rescue	PTHR1 ag	Akt phos inh	aSyn rescue	GLP1R cytotox	Abeta rescue	GLP-1R inv ag
CCc1ccc(NS(=O)(=O)c2cccc3nonc23)cc1	15%	2%	-12%	-30%[inhibitor]	i	?	-6%	-11%	7%
CCCCNC(=O)c1nc(C2CCN(S(=O)(=O)c3ccc(F)c(F)c3)CC2)oc1-c1cccc(C(F)(F)F)c1	9%	nt	-27%	-25%	i	?	2%	-17%	28%
O=C(NCC(c1ccco1)N1CCCCC1)c1cccc(S(=O)(=O)Nc2ccccc2Cl)c1 (stereo not given)	8%	-3%	nt	-18%	i	-1%	-2%	9%	-37%
Cc1cccc(NC(=S)Nc2cccc(C(F)(F)F)c2)n1	-4%	-3%	nt	-25%	i	-4%	?	8%	0%
CC(C)(C)OC(=O)N[C@@H](Cc1c[nH]c2ccccc12)c1nnc(SCC(N)=O)o1	?	-2%	19%	i	i	0%	0%	9%	-9%
COc1ccccc1OC(C)C(=O)Nc1ccc(S(=O)(=O)N2CCN(C)CC2)cc1 (stereo not given)	-4%	0%	8%	i	i	2%	-8%	12%	40%[activator]
CC(C)c1ccc(CN2CCC(C(=O)NCc3cccnc3)CC2)cc1	-5%	-1%	7%	i	i	-2%	11%	7%	-29%
Cc1cccn2c(=O)c3cc(C(=O)NCCCn4ccnc4)n(C)c3nc12	-3%	0%	-21%	-5%	i	-3%	68%[activator]	-8%	67%[activator]
C=CCc1cccc2cc(C(=O)N3CCN(C(=O)c4ccccc4)CC3)c(=O)oc12	0%	-2%	-1%	i	i	2%	0%	-20%	3%
OCCC1CN(Cc2nc(-c3ccc(F)cc3)cs2)CCN1CCc1ccccc1 (stereo not given)	-3%	-5%	-5%	-72%[inhibitor]	i	0%	-14%	4%	?
NC1=NC(=O)/C(=C/c2cn(CCC(=O)O)nc2-c2ccc(F)cc2)S1	?	0%	10%	-16%	i	2%	23%	0%	2%
COc1ccccc1-c1ccc(=O)n(CC(=O)Nc2ccc(C(=O)N3CCCC3)cc2)n1	-15%	-2%	15%	i	nt	-6%	9%	1%	0%
S=c1[nH]c(-c2ccccc2)cs1	17%	-2%	-9%	4%	i	-7%	0%	-10%	4%
CC(C)c1ccc(OCC(=O)NC(=S)Nc2ccc3c4c(cccc24)CC3)cc1	21%	-1%	15%	i	i	-1%	10%	10%	27%
CC1(C(=O)NCc2cccnc2)Cc2c(-c3cccc(C(F)(F)F)c3)ccnc2O1 (stereo not given)	15%	nt	7%	i	i	3%	-20%	-3%	?
Cc1ccc(S(=O)(=O)N2CCC(C(=O)Nc3ccc(Oc4ccccc4)cc3)CC2)cc1	19%	nt	-12%	-49%[inhibitor]	nt	nt	0%	-8%	-2%
CN(C)/C=C/C(=O)c1ccc(Oc2ccccc2)cc1	-66%[inhibitor]	-3%	29%	?	i	-68%[inhibitor]	-6%	-93%[inhibitor]	?
COCCNC(=O)CN(c1cc(C(F)(F)F)ccc1Cl)S(C)(=O)=O	-12%	-3%	6%	-14%[57.5 µM]	i	0%	4%	9%	2%
COCCSc1ccccc1C(=O)Nc1ccc(S(=O)(=O)N2CCOCC2)cc1	18%	0%	-13%	-11%	i	0%	2%	18%	43%[activator]
CC1=C/C(=N\OS(=O)(=O)c2ccccc2)C(C(C)C)=CC1=O	-94%[inhibitor]	-3%	-2%	-19%	i	-73%[inhibitor]	?	-93%[inhibitor]	?
C[C@@H]1CN([C@H](C)CO)C(=O)CCCn2cc(nn2)CO[C@H]1CN(C)S(=O)(=O)c1ccc(Oc2ccccc2)nc1	0%	nt	2%	-34%	i	-5%	-2%	-9%	3%
CCOc1ccc(Cn2nnc3c(=O)[nH]c(C4CCN(C(=O)c5ccccc5)CC4)nc32)cc1	7%	nt	42%	i	nt	nt	1%	12%	30%
O=C(Nc1ccc(O)cc1)c1ccc2c(c1)C(=O)N(N1C(=O)c3ccccc3C1=O)C2=O	9%	-2%	22%	-13%	i	2%	-17%	5%	7%
Cc1csc(=O)n1CCC(=O)OCC(=O)N(C)c1c(N)n(Cc2ccccc2)c(=O)[nH]c1=O	18%	nt	-29%	-20%	i	1%	1%	3%	12%
O=S(=O)(Cc1cnc(Cl)s1)c1ccccc1	-13%	-1%	-24%	-12%[57.5 µM]	nt	-1%	-5%	-4%	-17%
CN(CCO)c1nc(NCc2ccccc2)c2cnn(C)c2n1	16%	-3%	-28%	-1%	i	4%	3%	1%	2%
Cc1ccc(C(=O)N/N=C/c2cn(Cc3ccccc3)c3ccccc23)cn1	13%	0%	13%	-27%	i	4%	?	-1%	?
O=C(NCc1ccc2c(c1)OCO2)c1ccc(=O)[nH]c1	9%	0%	-11%	-36%[inhibitor]	i	7%	14%	16%	35%[activator]
c1cc2nncn2nc1N1CCCC1	-9%	-4%	-12%	-8%[57.5 µM]	i	-2%	-17%	-10%	3%
COc1ccccc1NC(=O)C(C)OC(=O)c1cc2ccccc2[nH]1 (stereo not given)	27%	-23%	-7%	-46%[inhibitor]	i	3%	-5%	11%	?
CCN(CC)CCCC(C)NC(=O)c1ccc(C(F)(F)F)cc1 (stereo not given)	3%	1%	-29%	-8%	i	-8%	3%	-2%	-20%
CC(=O)c1ccc(NC(=O)c2cc(=O)[nH]c3ccccc23)cc1	-10%	-5%	24%	-9%	i	-3%	-6%	-4%	2%
CCn1ccc2cc(S(=O)(=O)N3CCC(C(=O)NCCc4ccccc4)CC3)ccc21	0%	nt	?	-15%	nt	nt	-5%	26%	?
O=C(O)CCC1(C(=O)O)OCCc2ccccc21 (stereo not given)	-21%	2%	5%	i	i	-1%	4%	-4%	18%
O=C(CN1C(=O)CSc2ccc(C(F)(F)F)cc21)Nc1ccccc1	-4%	-1%	-20%	-1%	i	-7%	12%	-3%	?
O=C(CCCc1nc(-c2ccc(Cl)cc2)no1)NCc1ccco1	0%	nt	-3%	i	nt	nt	-10%	-5%	-11%
CCCN1C2CCCC1CC(NC(=S)Nc1cccc(C)c1C)C2 (stereo not given)	7%	0%	-9%	28%	i	0%	1%	-4%	-2%
Cc1ccccc1-c1cccc([C@@H]2C[C@H]3CN(Cc4cccnc4)C(=O)[C@]34CCCN24)c1	-26%	2%	36%	-8%	i	1%	-29%	13%	?
COCCn1c(SCC(=O)Nc2ccc(C(C)=O)cc2)nnc1-c1ccco1	-4%	-10%	15%	i	i	5%	2%	-7%	29%
O=C(Nc1cccc(C(F)(F)F)c1)C1CCN(S(=O)(=O)c2cccnc2)CC1	8%	2%	21%	-22%	i	0%	-17%	nt	?
CCOC(=O)c1c(NC(=O)COC(=O)Cn2cnc3ccccc32)sc(C)c1C	0%	-2%	5%	-7%	i	2%	-5%	-3%	38%[activator]
CN(C)C(=O)CCC(=O)N1CCCC(C(=O)c2ccc(C(F)(F)F)cc2)C1 (stereo not given)	-16%	-1%	13%	-69%[inhibitor]	i	-2%	-6%	-7%	13%
CC(C)OC(=O)CCNc1n[nH]c(=O)[nH]c1=O	-12%	1%	26%	i	i	-1%	22%	18%	5%
O=C(NNC1=C(C(=O)C(F)(F)F)CCC1)c1ccccc1O	-18%	-1%	42%	-19%[57.5 µM]	i	-9%	4%	-22%	2.8µM*
CCNc1nnc(SCC(=O)c2cc(C)n(C3CC3)c2C)s1	16%	1%	20%	i	i	8%	-4%	13%	21%
N#CC(C#N)=NNc1ccc(S(=O)(=O)N2CCCCC2)cc1	-3%	1%	nt	-22%	i	-14%	?	-9%	1.3µM*
O=C(Nc1cccc(S(=O)(=O)N2CCOCC2)c1)C1CCCCN1S(=O)(=O)c1ccccc1 (stereo not given)	-24%	-3%	47%	-7%	i	-2%	7%	-6%	?
Cc1ccc2c(=O)cc(C(=O)NCCc3ccc(S(N)(=O)=O)cc3)oc2c1C	-9%	-2%	-2%	i	i	1%	-20%	-18%	-6%
Cc1ccc(CS(=O)(=O)c2cn(CC(=O)N(C)c3ccccc3)c3ccccc23)cc1	4%	nt	32µM*	-69%[inhibitor]	nt	nt	-23%	5%	?
C/C(NCc1ccccc1)=C(\C#N)C(=O)NCc1ccccc1	30%	1%	3%	i	i	-10%	-2%	-10%	-2%
CC(C)OCCCNC(=S)Nc1ccc(S(N)(=O)=O)cc1	-23%	-1%	nt	i	i	-28%	-13%	-7%	4%
Cc1ccc2nsnc2c1NC(=O)c1sc2ccccc2c1Cl	3%	0%	19%	i	i	-1%	-9%	0%	31%[activator]
CC1CN(C(=S)Nc2ccc(S(N)(=O)=O)cc2)CC(C)O1 (stereo not given)	-1%	-5%	-3%	-23%	i	-1%	12%	8%	-10%
O=C(NCc1ccccn1)c1ccc(-c2ccccc2)cc1	14%	1%	-3%	-15%	i	7%	-10%	-4%	2%
COc1cccc(NC(=O)C2(S(=O)(=O)c3ccc(Cl)cc3)CC2)c1	-4%	1%	-9%	-14%	i	1%	3%	-2%	?
CC(=O)n1cc([C@@H]2C=C(C(=O)Nc3ccccc3)O[C@H](OCCCCO)C2)c2ccccc21	25%	nt	?	3%	i	10%	-38%	7%	?
COc1cc(NC(C)=O)c2ncccc2c1NC(C)=O	-14%	0%	-27%	i	i	1%	-22%	4%	9%

A portion of the library (hit frequency here may not be typical).
